Compound activity (PubChem BioAssay)
AmpC inh no detg = AmpC beta-lactamase inhibition without detergent; P00811; AmpC nitrocefin hydrolysis, absorbance 480 nm, 0.0001% Triton; Potency, µM (titrated, usually from 57.1 µM), for inactives: top-dose activity change, negative = inhibition, usual class: inhibitors; 0.52% of 330,000 active;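 further: potency means the concentration at half of the fitted maximal effect; plate controls were no compound for no effect and no enzyme for full effect; nearly all actives have a fitted effect of over 20% in size; some results filed as inactive show a strong effect at the top dose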
Target sequence (P00811 whole entry, looked up): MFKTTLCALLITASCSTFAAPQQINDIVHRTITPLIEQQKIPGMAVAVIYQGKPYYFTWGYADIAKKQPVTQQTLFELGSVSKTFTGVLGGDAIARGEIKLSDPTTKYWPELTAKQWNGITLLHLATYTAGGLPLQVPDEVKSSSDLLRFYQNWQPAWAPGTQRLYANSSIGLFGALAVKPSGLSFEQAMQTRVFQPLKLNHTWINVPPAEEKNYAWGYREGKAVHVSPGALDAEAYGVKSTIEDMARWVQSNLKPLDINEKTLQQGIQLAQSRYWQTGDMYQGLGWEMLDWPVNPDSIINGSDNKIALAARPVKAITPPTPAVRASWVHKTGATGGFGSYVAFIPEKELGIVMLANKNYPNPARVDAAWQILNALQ
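AmpC (5.3 nM in the dispensed reagent) in 20 mM phosphate pH 7.0 with 0.01% (detergent screen) or 0.0001% Triton X-100 was preincubated with compounds for 15 min at room temperature. Nitrocefin was then added from an 800 uM solution, and hydrolysis was followed at 480 nm.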
LmPK inhibitor = inhibitors of Leishmania mexicana pyruvate kinase | AID 1721 | 0.37% of 290,000 active | Q27686 | purified LmPK, Kinase-Glo ATP luminescence, 1 h | Potency, µM (top dose mostly 57.5 µM), for the others: at the top dose activity change, negative = inhibition, hits mostly inhibitors; further: potency means the concentration at half of the fitted maximal effect
Target sequence (Q27686 whole entry, looked up): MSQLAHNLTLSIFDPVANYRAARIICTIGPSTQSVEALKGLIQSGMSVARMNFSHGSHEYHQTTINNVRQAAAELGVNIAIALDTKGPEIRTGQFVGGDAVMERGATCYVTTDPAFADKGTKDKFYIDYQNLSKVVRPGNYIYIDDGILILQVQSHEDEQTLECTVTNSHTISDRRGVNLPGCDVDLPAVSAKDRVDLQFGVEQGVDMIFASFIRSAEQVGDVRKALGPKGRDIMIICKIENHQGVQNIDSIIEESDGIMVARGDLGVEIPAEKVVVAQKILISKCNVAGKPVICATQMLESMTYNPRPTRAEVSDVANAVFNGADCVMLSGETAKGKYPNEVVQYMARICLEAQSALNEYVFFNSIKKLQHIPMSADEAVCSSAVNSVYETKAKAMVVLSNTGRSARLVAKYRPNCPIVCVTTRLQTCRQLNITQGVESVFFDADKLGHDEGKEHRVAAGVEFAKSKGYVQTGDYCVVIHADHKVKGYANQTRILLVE
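qHTS format; LmPK 0.1 nM; substrates PEP 0.5 mM and ADP 0.1 mM. One-hour room-temperature incubation, then coupled luciferase luminescence; 0.5 nM enzyme wells mark activation.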
TbPYK inhibitor = blocks Trypanosoma brucei pyruvate kinase; Potency, µM (top dose mostly 76.8 µM), inactives show top-dose activity, negative = inhibition, usual class: inhibitors; AID 624173; TbPYK enzyme, Kinase-Glo Plus ATP luminescence, 45 min; 0.12% of 410,000 active; further: potency means the concentration at half of the fitted maximal effect; nearly all actives have a fitted effect of over 50% in size
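Readout: single end-point luminescence (Kinase-Glo Plus, 10 min). Reaction conditions were TbPYK/substrate plus 130 uM ADP, 45 min at RT, pH 7.2 TEA buffer. No-enzyme wells served as controls, and data were normalized before concentration-response fitting.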
HCMV inh = blocks human cytomegalovirus replication | activity change, negative = inhibition, % at 57.5 µM | HFF cells, HCMV-luciferase reporter, 72 h; stronger effect = lower value | 4.5% of 410,000 active; in the data active means activity change below about -60%; inconclusive means no clear call, values can overlap the other calls; inactive means above about -39%
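Compounds were evaluated in HFFs infected with an HCMV luciferase reporter virus (MOI 1 PFU/cell). Luciferase in lysates collected 72 h post infection served as the replication measure.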
AMA1-RON2 inh = inhibitors of Plasmodium falciparum AMA1-RON2 interaction; AlphaScreen AMA1-biotinylated RON2 peptide binding; Potency, µM (highest dose often 58.2 µM), for the others: at the highest dose activity change, negative = inhibition, actives largely listed as inhibitors; 0.2% of 360,000 active;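 further: potency means the concentration at half of the fitted maximal effect; 0% = vehicle wells and -100% = peptide control; nearly all actives have a fitted effect of over 45% in size; some results filed as inactive show a strong effect at the top dose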
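AMA1 (3D7) with his tag at 25 nM final met compounds first, then biotinylated RON2 peptide at 25 nM; detection used donor plus acceptor beads, 10 µg/mL apiece, read by AlphaScreen after 30 min at room temperature.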
HCV inhibitor = inhibitors of hepatitis C virus infection. Huh7.5.1 HCVcc-Cre infection, luciferase reporter, 44 h. Potency, µM (top dose mostly 41.8 µM), without a hit: at the top dose activity change, negative = inhibition, usual class: inhibitors. 3.4% of 340,000 active; further: potency means the concentration at half of the fitted maximal effect
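1,000 cells/well; 4 h culture; + compound; + HCVcc-Cre (~0.5 moi); 44 h; luciferase substrate, RT 15 min; read 15 sec.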
AmpC inh detg = AmpC beta-lactamase inhibition with detergent present; P00811; AmpC hydrolysis of nitrocefin, absorbance 480 nm, 0.01% Triton; Potency, µM (doses to about 114 µM), inactives show at the top dose activity change, negative = inhibition, hits mostly inhibitors; 0.041% of 370,000 active; AID 485294;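 further: potency means the concentration at half of the fitted maximal effect; 0% = no-compound wells and -100% = no-enzyme wells; nearly all actives have a fitted effect of over 25% in size; some results filed as inactive show a strong effect at the top dose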
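20 mM phosphate pH 7.0 + 0.01% (detergent screen) or 0.0001% Triton X-100; 5.3 nM AmpC reagent; cpd preinc 15 min RT; nitrocefin (800 uM stock) to start; A480 q20 s × 4 min; Activity was normalised to no-enzyme and no-compound control wells.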
Starred values were filed as active, the others as inactive; ? = inconclusive; / = no result given; & = joins results of further samples; [ ] = another dose, or the depositor's remark. Unless noted, the call rests on the fitted dose curve; in most records, active means well fitted curve in the direction sought with a large enough effect; inconclusive means small, poorly fitted or top-dose-only effect, or another doubt; inactive means no such curve, though single readings can be large; an effect the other way counts as inactive or inconclusive. Unless noted, on the % scale 0 is the no-effect control and ±100 the full control effect.

SMILES	AmpC inh no detg	LmPK inhibitor	TbPYK inhibitor	HCMV inh	AMA1-RON2 inh	HCV inhibitor	AmpC inh detg
Cc1ccc(Cn2c(SCC(=O)C(C)(C)C)nc3ccsc3c2=O)cc1	/	/	-6%	?	/	/	4%
O=C(CN1CCN(Cc2ccccc2)CC1)N1CCN(c2ccccc2)CC1	57%	-3%	0%	-7	-4%	-14%	7%
O=C1NC(=O)C2(Cc3c(nc4ccccn4c3=O)N3CCCCCC32)C(=O)N1Cc1ccccc1 (stereo not drawn)	20%	2%	3%	76	-10%	-26%	-13%
CC(=O)Nc1ccc(S(=O)(=O)NC(CC(=O)NCCc2ccccc2)C(C)C)cc1 (stereo not drawn)	-14%	8%	11%	42	-9%	13%	-7%
CCOC(=O)N1CCN(c2c(NCCCN(CC)Cc3ccccc3)c(=O)c2=O)CC1	-21%	-3%	2%	8	3%	10%	-20%
CCn1cc(C(=O)NCc2ccccc2Cl)c(=O)c2cc(S(=O)(=O)N3CCc4ccccc4C3)ccc21	/	/	0%	5	/	/	4%
COCCn1c2nc(=O)n(-c3ccccc3)c(=O)c-2nc2ccccc21	/	/	1%	-4	-7%	/	/
O=C(Nc1ccccc1F)Nc1cccnc1Cl	/	/	-2%	3	9%	-7%	/
CC(=O)c1cccc(NC(=O)c2ccc(OCc3c(C)noc3C)cc2)c1	-20%	/	-1%	8	4%	?	-3%
CCOC(=O)Cc1nc2cc(Cl)ccc2o1	-16%	0%	-4%	-34	22%	18%	3%
CCN(CC)S(=O)(=O)c1ccc(/C(O)=C2/C(=O)C(=O)N(CCOC)C2c2ccccc2)cc1 (stereo not drawn)	-12%	-3%	-11%	-7	-6%	?	-11%
C=CCNC(=S)Nc1ccc(C)cc1[N+](=O)[O-]	0%[2.29 µM]	-4%	2%	-23	1%	8%	1%
CC1CC(C)CN(CCCSc2ccccc2)C1 (stereo not drawn)	-19%	2%	39%[activator]	-4	-25%	-14%	?
Cc1cccc(C)c1OCCOCCN1CCN(C)CC1	55%	-7%	-6%&5%	12&32	-16%&5%	8%&7%	-11%
CN(C)C1CN(Cc2cn(Cc3cccc(Cl)c3)nn2)S(=O)(=O)C1 (stereo not drawn)	/	/	2%	7	-4%	/	/
CCOC(=O)C1CCN(C(=O)CCCNC(=O)Cn2cnc3sc(C)c(C)c3c2=O)CC1	56%	8%	-1%	-36	14%	4%	?
Cc1ccc(CNC(=O)COC(=O)c2cnc(C)cn2)cc1	-19%	1%	-2%	10	-23%	8%	-5%
Cn1cc(/C=C2\SC(=S)N(NC(=O)c3cccc(Cl)c3)C2=O)c2ccccc21	-32%	1%	6%	-26	0%	?	?
COC(=O)c1cc(CN2C(=O)c3ccccc3C2=O)c(O)c([N+](=O)[O-])c1	-8%	1%	-26%	23	0%	3%	0%
COc1ccc(OC)c(/C=C(/C#N)c2nc(-c3ccc(-c4ccccc4)cc3)cs2)c1	/	/	1%	-25	/	/	11%
CC(=O)Oc1ccc2nc(CN3C(=O)c4ccc([N+](=O)[O-])cc4C3=O)oc(=O)c2c1	-19%	1%[11.5 µM]	-3%	14	105%[activator]	0%	-6%
CCCCCc1nnc(NC(=O)Cc2cccs2)s1	?	-2%	-14%	-14	-12%	-8%	1%
CCc1sc(C(=O)Nc2ccc(OC)c(S(=O)(=O)N3CCOCC3)c2)cc1C	41%	/	3%	?	-5%	?	/
CCc1noc(C)c1C(=O)N1CCCC1	-11%	-3%	-1%	39	-1%	1%	1%
COc1ccc(-c2ccc(=O)n(Cc3c(F)cccc3Cl)n2)cc1	50%	1%	-1%	-25	6%	?	5%

(continued)
SMILES	AmpC inh no detg	LmPK inhibitor	TbPYK inhibitor	HCMV inh	AMA1-RON2 inh	HCV inhibitor	AmpC inh detg
CCOC(=O)c1c(C)[nH]c(C)c1S(=O)(=O)NCCc1ccco1	-26%	0%	-4%	61	-4%	22%	-2%
CN(C)CCNC(C(=O)Nc1cccc(C(F)(F)F)c1)c1ccccc1 (stereo not drawn)	-4%	0%	2%	-15	15%	-16%	4%
COc1c2occc2c(OC)c2c(=O)cc(C)oc12	-7%	8%	-9%	110	21%	9%[8.37 µM]	-6%
CCCN1Cc2cccc(C(=O)NCc3ccccc3)c2C1=O	-6%	0%	-2%	9	18%	-26%	-3%
CCO/C=C1/C(=O)N(Cc2ccccc2)C(=O)c2ccccc21	-15%	2%	-6%	-28	-1%	6%	1%
Cc1csc(Sc2ccc(C(=O)OCC(=O)Nc3ccc(F)cc3[N+](=O)[O-])cc2[N+](=O)[O-])n1	-13%	8%	5%	-10	-4%	9%	-10%
O=C(Cn1c(=O)c2c3c(sc2n(Cc2ccccc2)c1=O)CCCC3)NCCO	152%[activator]	9%	-6%	60	-13%	-2%	2%
COC(=O)c1sc(N2CCN(Cc3ccccc3)CC2)nc1N	-4%	-6%	1%	2	0%	?	-5%
Cc1cc(=O)[nH]c(Nc2cccc(Cl)c2C)n1	-17%	-3%	3%	-20	-7%	18%	1%
O=C(NCc1ccco1)c1ccc(NC(=O)C2COc3ccccc3O2)cc1 (stereo not drawn)	-27%	1%	7%	11	-2%	?	-13%
CCOc1cc(C(=O)N[C@@H](C)C(=O)N2CCC3(CC2)NCCc2[nH]cnc23)cc(OCC)c1OCC	14%	2%	-2%	-8	8%	-15%	0%
CCCc1cc(NCCCN(C)C)n2c(nc3ccccc32)c1C#N	1%	-2%	2%	-4	-10%	-22%	-5%
CC(=O)c1cccc(NC(=O)C2C3C=CC(C4CC34)C2C(=O)O)c1 (stereo not drawn)	-10%	-4%	7%	?	-1%	-7%	-1%
CN(C)CCNC(=O)/C(=C/c1ccc(-c2cccc([N+](=O)[O-])c2)o1)NC(=O)c1ccccc1	29%	-1%	6%	-22	-8%	10µM*	0%
Cc1cccc(-c2nc(-c3ccc4c(c3)[nH]c(=O)n4C)no2)c1	/	/	-3%	28	/	/	5%
CSCCC(NS(=O)(=O)c1cccs1)C(=O)NCc1ccc(C)cc1 (stereo not drawn)	-12%	0%	3%	19	-7%	?	-1%
CC(OC(=O)Cc1n[nH]c(=O)c2ccccc12)C(=O)Nc1cccc([N+](=O)[O-])c1 (stereo not drawn)	-19%	-3%	2%	24	12%	17%	-7%
COc1ccc(NC(=O)C2CCCCN2S(=O)(=O)c2ccc(F)cc2)c(OC)c1 (stereo not drawn)	6%	0%	6%	43	-14%	?	1%
Cc1cccc(C(=O)Nc2nnc(S(=O)(=O)N3CCC(C)CC3)s2)c1	-46%	-7%	-5%&-4%	-20&9	14%	9%	-5%&17%
CC1CCCN(Cc2nc3c(c(=O)n(C)c(=O)n3C)n2CCc2ccccc2)C1 (stereo not drawn)	-17%	1%	-4%	2	0%	10%	?
COC(=O)c1ccccc1NC(=O)CNc1cc(OC)c(OC)cc1C	-3%	2%	1%	-2	-20%	?	-1%
COc1cccc(-n2nc(-c3ccnn3-c3cccc(Cl)c3)c(=O)n(C)c2=O)c1	-1%	4%	1%	-13	-3%	?	0%
CN(C(=O)CSc1nnc(Nc2ccccc2)s1)C1CCS(=O)(=O)C1 (stereo not drawn)	-12%	-4%	-3%	33	-10%	-1%	2%
COc1ccc(CC(=O)Nc2ccc(/C(C)=N/NC(=O)c3cccc([N+](=O)[O-])c3)cc2)cc1	-20%	-3%	1%	144	27%	?	-9%
CCC(=O)NCC(c1ccc2c(c1)OCO2)N1CCN(c2ccccc2)CC1 (stereo not drawn)	/	/	7%	30	/	/	7%

Some entries already given, reduced to HCMV inh, AmpC inh detg and AMA1-RON2 inh.
structure,HCMV inh,AmpC inh detg,AMA1-RON2 inh
CN(C(=O)CSc1nnc(Nc2ccccc2)s1)C1CCS(=O)(=O)C1 (stereo not drawn),33,2%,-10%
COc1ccc(CC(=O)Nc2ccc(/C(C)=N/NC(=O)c3cccc([N+](=O)[O-])c3)cc2)cc1,144,-9%,27%
CCC(=O)NCC(c1ccc2c(c1)OCO2)N1CCN(c2ccccc2)CC1 (stereo not drawn),30,7%,/

Carrying on:
SMILES	AmpC inh no detg	LmPK inhibitor	TbPYK inhibitor	HCMV inh	AMA1-RON2 inh	HCV inhibitor	AmpC inh detg
CC(=O)Nc1ccc(NC=C(C#N)C#N)cc1	-5%	-3%	4%	-14	-3%	-12%	5%
CC(=O)/C(=N\Nc1ccccc1Cl)Sc1nnc(-c2ccccc2)n1-c1ccccc1	-14%	0%	-16%	-61*	2%	?	-4%
COc1cc(CC(=O)OCC(=O)Nc2ncc(Cl)cc2Cl)cc(OC)c1OC	-15%	7%	-3%	-27	-8%	-4%	-13%
CC(C)Oc1ccc(C(=O)N2CC(=O)Nc3ccc(F)cc3C2c2ccc(F)cc2)cc1 (stereo not drawn)	/	/	-5%	12	/	/	10%
CS(=O)(=O)c1ccc(Nc2nc(C(N)Cc3ccc(Cl)cc3)cs2)cc1 (stereo not drawn)	/	/	-2%	-32	48%[activator]	/	/
O=C(CN1CCCCC1)Nc1nc(-c2ccccc2)cs1	-16%	1%	-1%	/	3%	?	-3%
CCOC(=O)Cc1csc(/C(=N/O)C(N)=O)n1	-6%	4%	3%	-23	27%	-2%	0%
Cc1sc(-c2c(C#N)c(N)nc3c2CCCCCC3)cc1[N+](=O)[O-]	/	/	0%	7	5%	7%	/
Cc1cc(C(=O)NN)c(Cl)cc1Cl	-43%	6%	0%	-19	29%	2%	1%
CCc1ccc(NC(=O)CC2C(=O)N(c3cccc(OC)c3)C(=O)N2CCOC)cc1 (stereo not drawn)	53%	5%	0%	22	-2%	2%	-8%
CCOC(=O)c1ccccc1OCc1cc(/C=N/NC(=O)c2ccncc2)ccc1OC	84%[activator]	4%	2%	-18	9%	22%	3%
COc1ccccc1S(=O)(=O)N(C)C[C@@H]1OCc2cnnn2CCCC(=O)N([C@@H](C)CO)C[C@H]1C	/	/	2%	16	-6%	/	/
C=CCn1c(C(CC)CC)nc2ccccc21	5%	-1%	-4%	52	20%	4%	2%
Cc1noc(NS(=O)(=O)c2ccc(NC(=O)CSc3nc4c(cc3C#N)CCCCC4)cc2)c1C	-47%	0%	-19%	-13	-5%	?	-5%

4 of the compounds above, with values under each structure.
Results follow in this order: AmpC inh no detg | LmPK inhibitor | TbPYK inhibitor | HCMV inh | AMA1-RON2 inh | HCV inhibitor | AmpC inh detg
COc1ccc(NC(=O)C2CCCCN2S(=O)(=O)c2ccc(F)cc2)c(OC)c1 (stereo not drawn)
 : 6% | 0% | 6% | 43 | -14% | ? | 1%
CCOC(=O)Cc1nc2cc(Cl)ccc2o1
 : -16% | 0% | -4% | -34 | 22% | 18% | 3%
O=C(NCc1ccco1)c1ccc(NC(=O)C2COc3ccccc3O2)cc1 (stereo not drawn)
 : -27% | 1% | 7% | 11 | -2% | ? | -13%
O=C(CN1CCCCC1)Nc1nc(-c2ccccc2)cs1
 : -16% | 1% | -1% | / | 3% | ? | -3%

No enrichment for hits; any-hit rate near 7.5%.
